# Screens: PubChem BioAssay, several laboratories
# Hck-Nef inh = blocks Nef-activated human Hck kinase | Recombinant Hck-YEEI plus Nef, Z-Lyte FRET kinase assay | inhibition, % at 20 µM | hit rate 0.68% among 220,000 | AID 463187 | P08631;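 active = Hck-Nef kinase inhibition above about 50%, limit read from the data; inactive = inhibition below that limit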;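 note: 0% = DMSO with Hck plus Nef and 100% = Hck alone without Nef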
# EP2 antag = EP2 receptor (human) inhibition | P43116 | C6 glioma cells expressing human EP2, cAMP TR-FRET; cells stimulated with saturating PGE2 | inhibition, % at 25 µM | hit rate 0.52% among 260,000;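 active = percent inhibition above 40 after rounding to a whole number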;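 note: rat C6 glioma host cells with rolipram phosphodiesterase inhibitor present; the protocol text gives 20 µM as final concentration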
# TbHK1 inh = T. brucei hexokinase 1 inhibition; AID 1430; inhibition, % at 10 µM; recombinant TbHK1, G6PDH-coupled NADH A340; hit rate 0.11% among 220,000;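 active = inhibition of 50% or more in the single-dose primary screen; inactive = inhibition below 50%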
# L929 necroptosis = L929 zVAD cell death inhibition; L929 zVAD necroptosis rescue, ATP luminescence, 24 h; with zVAD 60 µM; viability rescue, % at 10 µM; hit rate 0.38% among 220,000;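 active = activation, scaled between plate controls, above about 75%, limit read from the data; inactive = activation under that limit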;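 note: 0% = zVAD with DMSO and 100% = DMSO alone without zVAD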
# Rad51 HR inh = blocks human Rad51 in homologous recombination. Q06609. hRad51 DNA strand exchange, fluorescence dequenching. inhibition, % at 10 µM. hit rate 0.085% among 200,000;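 active = inhibition above 40% at the single screening dose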;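 note: 0% = DMSO control wells and 100% = blanks with heterologous ssDNA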
#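 Test system – preformed human Rad51 ssDNA filaments · Reagent – Donor/quencher-labelled 47-bp dsDNA substrate · Incubation – 37 °C 15-min filament assembly, 30-min compound preincubation, 15-min exchange · Signal – FRET fluorescence dequenching, excitation 485 nm, emission 520 nm · Read-out – percent inhibition from fluorescence, normalised to plate control and blank means · Benchmarks – plate control and blank wells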
# m-calpain inh = blocks pig calpain II enzyme activity. purified calpain II, fluorogenic peptide substrate, 30 min. inhibition, % at 16 µM. hit rate 0.37% among 220,000. AID 1236;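 active = inhibition above about 50%, limit read from the data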
# eIF4E 4G PPI = inhibitors of eIF4E and eIF4G interaction in translation initiation; P63073+Q04637; hit rate 0.37% among 220,000; inhibition, % at 21.7 µM; TR-FRET eIF4E-eIF4GI(517-606) binding, 2 h; AID 782;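 active = inhibition above about 30%, limit read from the data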;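 note: 0% = full FRET control wells and 100% = background wells lacking eIF4GI fragment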
# Target sequence (P63073 whole entry, looked up, the tested form may be a part): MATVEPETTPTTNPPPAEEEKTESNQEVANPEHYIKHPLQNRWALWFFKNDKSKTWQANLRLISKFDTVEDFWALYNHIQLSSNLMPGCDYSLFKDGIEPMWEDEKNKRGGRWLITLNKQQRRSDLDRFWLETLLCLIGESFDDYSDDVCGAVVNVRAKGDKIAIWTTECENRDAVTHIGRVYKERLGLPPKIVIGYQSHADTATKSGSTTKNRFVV
# Target sequence (Q04637 whole entry, looked up, the tested form may be a part): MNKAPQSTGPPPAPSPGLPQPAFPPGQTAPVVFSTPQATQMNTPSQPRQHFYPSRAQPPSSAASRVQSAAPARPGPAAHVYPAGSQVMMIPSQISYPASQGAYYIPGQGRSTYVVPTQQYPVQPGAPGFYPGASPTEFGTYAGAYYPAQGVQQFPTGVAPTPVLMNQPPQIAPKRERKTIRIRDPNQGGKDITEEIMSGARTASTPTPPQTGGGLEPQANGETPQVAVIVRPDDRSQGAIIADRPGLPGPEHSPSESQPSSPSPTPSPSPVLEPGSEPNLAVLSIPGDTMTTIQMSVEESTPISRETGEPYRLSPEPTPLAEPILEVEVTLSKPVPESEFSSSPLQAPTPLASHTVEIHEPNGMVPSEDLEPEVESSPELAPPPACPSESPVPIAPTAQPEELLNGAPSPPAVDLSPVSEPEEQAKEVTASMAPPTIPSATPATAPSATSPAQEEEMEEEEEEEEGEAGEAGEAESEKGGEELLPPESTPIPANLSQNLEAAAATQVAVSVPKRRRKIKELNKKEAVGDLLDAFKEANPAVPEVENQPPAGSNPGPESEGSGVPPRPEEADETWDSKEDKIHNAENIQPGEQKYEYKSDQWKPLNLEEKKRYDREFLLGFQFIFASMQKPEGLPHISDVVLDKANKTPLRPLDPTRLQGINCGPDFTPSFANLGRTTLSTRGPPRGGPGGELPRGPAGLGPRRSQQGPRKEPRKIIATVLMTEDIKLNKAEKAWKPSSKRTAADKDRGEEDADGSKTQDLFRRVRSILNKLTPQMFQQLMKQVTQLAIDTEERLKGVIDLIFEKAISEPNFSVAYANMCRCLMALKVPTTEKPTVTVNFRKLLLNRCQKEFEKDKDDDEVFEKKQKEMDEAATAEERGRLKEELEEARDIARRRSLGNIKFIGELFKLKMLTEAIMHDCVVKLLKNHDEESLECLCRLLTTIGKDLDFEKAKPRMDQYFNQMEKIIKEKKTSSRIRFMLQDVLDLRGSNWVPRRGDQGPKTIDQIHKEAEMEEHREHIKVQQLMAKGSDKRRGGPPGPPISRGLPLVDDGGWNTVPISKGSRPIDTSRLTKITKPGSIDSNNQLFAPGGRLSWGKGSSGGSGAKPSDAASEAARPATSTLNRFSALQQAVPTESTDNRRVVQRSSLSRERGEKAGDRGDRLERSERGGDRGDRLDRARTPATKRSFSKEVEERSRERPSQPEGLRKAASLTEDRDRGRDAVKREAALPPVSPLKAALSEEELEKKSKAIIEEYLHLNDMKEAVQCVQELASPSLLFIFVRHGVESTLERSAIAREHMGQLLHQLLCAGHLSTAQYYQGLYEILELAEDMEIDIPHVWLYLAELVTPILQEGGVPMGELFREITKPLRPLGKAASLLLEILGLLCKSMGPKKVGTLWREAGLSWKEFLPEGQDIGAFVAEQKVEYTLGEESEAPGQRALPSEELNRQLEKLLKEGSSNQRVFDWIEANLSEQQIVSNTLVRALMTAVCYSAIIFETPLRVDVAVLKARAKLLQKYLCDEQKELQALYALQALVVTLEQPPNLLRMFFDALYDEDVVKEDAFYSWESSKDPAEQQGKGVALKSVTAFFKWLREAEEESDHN
# EP2 mod = EP2 receptor (human) modulation | P43116 | EP2-expressing cells, cAMP HTRF FRET, PGE2 co-stimulation | induction, % at 25 µM | hit rate 0.83% among 260,000;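 active = compounds whose cAMP rise, as percent of the full-agonist control response, exceeds 60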;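 note: rat C6 glioma line stably carrying human EP2 under a CMV promoter; the protocol text gives 20 µM as final concentration; 100% = response of wells given 1 µM PGE2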
# 14-3-3 Bad inh = disrupts binding of bovine 14-3-3 zeta to phospho-Bad peptide; inhibition, % at 21.7 µM; TR-FRET 14-3-3zeta/Dy647-pBad peptide displacement, 1 h; hit rate 0.71% among 220,000; AID 781; P63103;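 active = inhibition above about 70%, limit read from the data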;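 note: 0% = full 14-3-3 plus peptide FRET controls and 100% = background without 14-3-3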
# Active calls of the source: *; i = inactive; . = not tested or not shown; & = joins results of further samples; ! = not confirmed by another sample; [ ] = another dose, or the depositor's remark. Only part of the results is shown; rates above refer to the full screens.
SMILES,Hck-Nef inh,EP2 antag,TbHK1 inh,L929 necroptosis,Rad51 HR inh,m-calpain inh,eIF4E 4G PPI,EP2 mod,14-3-3 Bad inh
COc1ccc(-c2cc(C)nc3nc(N)nn23)cc1,-20,9,-16,0.2,-3,-333,-8,32,17[fluorescence artefact?]
CCN(CC)CCNC(=O)C1c2cc(OC)c(OC)cc2C(=O)N2CCc3ccccc3C12 (stereo not given),2,.,3,2.4,.,-17,0[fluorescence artefact?],22,9[fluorescence artefact?]
COc1ccc2cc3cc(C(=O)Nc4ccccc4N4CCN(C)CC4)oc3nc2c1,1,30,-30,13,-1,-41,1[fluorescence artefact?],-20,4
COC(=O)c1cc(NS(=O)(=O)c2ccc(NCc3cccnc3)c(N)c2)cc(C(=O)OC)c1,2,10,-6,1.5,-2,-9,8,-10,10
Cc1cccc(OCC(=O)Nc2ccc3c(c2)OCO3)c1C,-1,14,8,-0.3,1,-16,4,-3,9
COc1cc2c(cc1N/C=C(\C#N)c1nc(-c3ccc(F)cc3)cs1)oc1ccccc12,21,4,-4,0.7,.,-37,-16,21,0
CC(=C/c1ccco1)/C=N/N1CCN(c2ccccc2)CC1,1,7,-11,0.1,0,12,6,-6,-11
NC(=O)COC(=O)c1cc(Cl)cc(Cl)c1N,19,8,-11,0.8,-4,i,4,-10,3
CC1=C(C(=O)OC(C)C)C(c2ccc(Br)s2)NC(=O)N1 (stereo not given),1,-4,1,0.2,0,-1,0,5,10
C=C(C)CNC(=S)NNC(=O)c1ccco1,-3,7,-4,-1.0,-5,-21,7,28,-21
COc1ccccc1-c1nnc(SCC(=O)Nc2c(Cl)cccc2Cl)o1,0,6,3,0.1,-7,-4,6,17,0
COc1cccc(C(c2nnnn2CCc2ccccc2)N2CCN(c3ccccc3)CC2)c1OC (stereo not given),0,14,2,-0.1,-9,13,1,23,-5[fluorescence artefact?]
O=C(NCCCn1ccnc1)/C(=C\c1cccs1)NC(=O)c1cccs1,12,4,-22,0.8,2,-13,0,16,-1
Cc1cccc(Nc2nc(N)nc(CN3CCC(C(N)=O)CC3)n2)c1C,2,8,0,-0.4,-1,-29,3,2,-10
N#CCCN(CCC#N)S(=O)(=O)c1ccc(C(=O)Nc2nnc(C3=COCCO3)o2)cc1,25,7,-11,1.9,-2,10,-3,23,-12
c1ccc(COn2nnc3ccccc32)c(COn2nnc3ccccc32)c1,6,5,2,-0.8,3,13,-2,-11,4
c1ccc2[nH]c(CSc3nccs3)nc2c1,-2,3,-9,3.9,-7,7,1,4,-13
COc1ccc(Nc2cc(C(=O)NCCCN3CCN(C)CC3)c3ccccc3n2)cc1,-1,10,-8,3.0,4,-13,-1,2,0[fluorescence artefact?]
COC(=O)c1oc2ccccc2c1NC(=O)CN1CCCC1,-1,15,-1,2.1,4,-18,-4[fluorescence artefact?],18,9
N#CC1(c2ccccc2)CCCN1C(=O)c1ccc(Br)cc1 (stereo not given),-1,9,-1,-1.2,3,-22,3,18,1[fluorescence artefact?]

# Another view of part of the listing above:
Molecule	Hck-Nef inh	EP2 antag	TbHK1 inh	L929 necroptosis	Rad51 HR inh	m-calpain inh	eIF4E 4G PPI	EP2 mod	14-3-3 Bad inh
COc1cccc(C(c2nnnn2CCc2ccccc2)N2CCN(c3ccccc3)CC2)c1OC (stereo not given)	0	14	2	-0.1	-9	13	1	23	-5[fluorescence artefact?]
O=C(NCCCn1ccnc1)/C(=C\c1cccs1)NC(=O)c1cccs1	12	4	-22	0.8	2	-13	0	16	-1
Cc1cccc(Nc2nc(N)nc(CN3CCC(C(N)=O)CC3)n2)c1C	2	8	0	-0.4	-1	-29	3	2	-10
N#CCCN(CCC#N)S(=O)(=O)c1ccc(C(=O)Nc2nnc(C3=COCCO3)o2)cc1	25	7	-11	1.9	-2	10	-3	23	-12
c1ccc(COn2nnc3ccccc32)c(COn2nnc3ccccc32)c1	6	5	2	-0.8	3	13	-2	-11	4

# Continued:
SMILES,Hck-Nef inh,EP2 antag,TbHK1 inh,L929 necroptosis,Rad51 HR inh,m-calpain inh,eIF4E 4G PPI,EP2 mod,14-3-3 Bad inh
CC(C)(C)NC(=O)C(=O)NNC(=O)c1cccc(F)c1,-6,2,0,0.6,.,21,-1,-6,1
Cc1cnc(NC(=O)CSc2nnc(-c3ccccc3)o2)s1,0,4,8,0.5,2,-10,2,4,2
Cc1ccc(S(=O)(=O)N2Cc3ccccc3CC2C(=O)Nn2cnnc2)cc1 (stereo not given),0,6,-5,0.1,4,21,-2,22,-4
O=C(Nc1ccc(F)cc1)N1CCCN(c2nccc(C(F)(F)F)n2)CC1,14,24,-3,0.6,4,-15,-4,-14,2
O=C1C=C(Nc2ccc(Cl)cc2)CC(c2ccco2)C1 (stereo not given),10,11,-18,-0.7,5,-12,0,5,-3[fluorescence artefact?]
COc1ccc(C=O)cc1CSc1nnc(COc2cccc3cccnc23)o1,7,9,28,0.3,-16,8,3,-29,6
O=C(NCC1OCCc2ccccc21)c1ccc(NC(=O)c2ccc(Cl)cc2Cl)cc1 (stereo not given),4,6,16,12,4,-42,4[fluorescence artefact?],7,12[fluorescence artefact?]
Cc1cc(Nc2ccccc2)nc(N2CCOCC2)n1,0,13,-5,1.8,6,2,6[fluorescence artefact?],-2,-7[fluorescence artefact?]
CCOP(=O)(OCC)C(NC(=O)/C=C/c1ccc(OC)cc1)c1ccccc1 (stereo not given),-5,4,-10,1.0,4,-18,3,15,-7
O=[N+]([O-])c1cccc(/C=C/c2ccncc2)c1,8,11,-11,0.3,18,1,-4,-92,-3
COc1ccc(S(=O)(=O)Nc2cccc(F)c2)cc1C,-5,6,2,0.2,24,8,2,-8,1
O=C(COC(=O)c1cc(-c2ccccn2)nc2ccccc12)Nc1ncc(C(F)(F)F)cc1Cl,24,1,-13,0.1,6,17,5,6,0
CC(C)COc1ccc(/C(=N/O)c2ccccc2)cc1,1,6,5,1.4,5,17,1,1,14
Cc1cc(C(=O)COC(=O)C2=NNC(=O)CC2)c(C)n1-c1cccc(C(F)(F)F)c1,-20,5,-2,0.5,2,-20,-2,34,-12
Cc1cc(NC(=O)Cn2nnc(-c3ccccc3N)n2)no1,-1,7&9,19,0.0,-14,23,-3[fluorescence artefact?],-44&5,18[fluorescence artefact?]
COc1ccc2c(c1)[nH]c1c(=O)n(CCN3CCOCC3)cnc12,9,11,-10,1.6,2,-16,-3,8,-4
N#C/C(=C(/O)c1ccco1)c1nc2ccccc2[nH]1,36,9,-25,72,-6,16,0,-27,-7
C=CCn1c(-c2csc(-c3ccccc3)n2)n[nH]c1=S,1,9,0,-0.2,4,4,-2,4,-3
Cn1c(C(=O)NCc2ccccn2)cc2c(=O)n3ccccc3nc21,43,10,-15,0.6,7,-424,5,19,17
Cc1ccc(C=Nc2ccccc2C(=O)Nc2ccccc2)cc1,4,5,-2,1.1,13,-84,8[fluorescence artefact?],33,-15
COc1ccc(/C=C(\C#N)C(=O)OCC(=O)NC(C)c2ccccc2)cc1 (stereo not given),2,10,-10,0.1,-1,-6,-1[fluorescence artefact?],-2,-9
COC(=O)c1sccc1NC(=O)CNC(=O)c1ccccc1,20,4,7,0.7,.,13,1,3,-2
O=C(/C=C/c1ccc(Cl)cc1)Nc1ccccc1N1CCOCC1,3,4,4,0.9,7,-11,9[fluorescence artefact?],-11,-1
Cc1cc(C)n2nc(C(=O)NCc3cccc(C(F)(F)F)c3)nc2n1,26,9,-3,0.3,7,-14,-1,-8,-9
Cc1ccc(/C=C/c2nc3ccccc3c(=O)[nH]2)cc1,11,6,-36,-0.6,-13,-238,-3,-11,2
COc1ccccc1NC(=O)CS(=O)(=O)c1cccc2nsnc12,11,11,11,-0.7,-3,7,3,7,0
Clc1ccc(Oc2nc3ccccc3n3cccc23)cc1,-1,20,-4,0.9,-2,-139,2[fluorescence artefact?],26,-4
COCCN1C(=O)c2cc(C(=O)Nc3ccc(OC)c(OC)c3)ccc2C1Nc1ccc(OC)c(OC)c1 (stereo not given),13,4,-8,-0.1,15,-45,1,-49,-6
COc1ccc(-c2ccc(/C=C(\NC(=O)c3ccccc3)C(=O)N3CCOCC3)o2)cc1,27,13,-32,1.8,-6,-15,-3,25,0
CCn1c(NC(C)=O)nc2ccccc21,5,6,-1,0.9,0,-23,0,16,-4
Cc1cc(/C=N\NC(=O)COc2cccc3cccnc23)c(C)n1-c1ccccc1,3,27,-6,1.4,1,-50,6,-27,-21[fluorescence artefact?]
CC(NC(=O)c1ccccc1)c1nnc(SCc2nc3ccccc3c(=O)[nH]2)n1C (stereo not given),0,8,-4,3.1,3,-25,-3,20,-12
Cc1ccc(S(=O)(=O)CNC(=S)c2cccc(C)c2)cc1,3,7,-9,0.2,10,21,-7,1,7
CCc1nnc(NC(=O)CCn2cnc3ccccc3c2=O)s1,21,3,-4,1.8,-6,-29,-2,14,-5
CCN(CC)CCCC(C)NC(=O)c1ccc(C(F)(F)F)cc1 (stereo not given),19,4,0,0.6,.,-7,1,-9,-8
Cc1ccc(-c2nnc(N3CCN(C(=O)CSc4ncn[nH]4)CC3)c3ccccc23)cc1,10,11,-11,0.5,4,10,-15[fluorescence artefact?],28,2[fluorescence artefact?]
O=C(CSCc1c(Cl)cccc1Cl)NCc1ccccn1,12,8&6,-3,1.0,10,0,3,-15&1,-11
Cn1c(N)c(C(=O)CN2CCc3ccccc3C2)c(=O)n(C)c1=O,13,5,3,0.2,16,-19,-3,1,-8
CCN1CCCC1CNCc1ccc(OCc2ccc(Cl)nc2)c(OC)c1 (stereo not given),3,7,4,0.3,6,14,-2,-5,8
Nc1nc(CN2CCN(c3ccccn3)CC2)nc(Nc2ccc(Cl)cc2)n1,0,2,9,1.0,-8,3,-1,-9,-10[fluorescence artefact?]
Nc1c(S(=O)(=O)c2ccccc2)c2nc3ccccc3nc2n1/N=C/c1cccc(O)c1,1,9,-16,0.5,-2,-60,-15[fluorescence artefact?],22,-2
O=C(CSc1ccc2ccccc2n1)c1ccccc1,6,9,-12,0.9,.,15,-3,27,2
CSC1=C(C#N)C(c2ccccc2)C(C(C)=O)=C(C)N1 (stereo not given),-29,5,4,0.7,7,-3,2,-14,2
O=c1c2ccccc2nnn1CSc1nnc2sc3ccccc3n12,1,.,-3,-0.1,.,25,1,2,12
COc1ccc(OC)c(S(=O)(=O)N(C)CC(=O)N2CCN(c3ccc(F)cc3)CC2)c1,2,5,-6,1.0,2,3,9,-5,0
O=S1(=O)CCC(N2CCOCC2)C1 (stereo not given),1,2,-2,0.8,8,-7,-3[fluorescence artefact?],14,-1
COC(=O)c1ccc(CSc2nc(-c3ccccc3)cs2)o1,0,4,-2,1.1,4,14,3,-63,-11
CCn1c(SCC(=O)N2CCCc3ccccc32)nnc1-c1ccco1,2,16&1,0,2.5,-10,-11,-1,16&22,-5
CCN(C(=O)CSc1nc2nc(C)cc(C)n2n1)c1cccc(C)c1,-2,6,-1,-0.5,-1,34,1,-25,11
Cc1ccccc1CS(=O)(=O)Cc1ccc(C(=O)NCc2ccccn2)o1,6,8,2,0.7,-3,8,5[fluorescence artefact?],2,3
Cc1nnc(SCc2ccc(F)cc2)s1,8,18,5,3.1,3,-6,-1,19,8
CC(=O)c1cccc(NC(=O)NNC(=O)c2ccc(Cl)cc2Cl)c1,12,3,-5,0.9,.,-12,3,-24,-1
CCC(c1ccccc1)c1nc(-c2ccccn2)no1 (stereo not given),1,9,4,0.1,3,-21,2,13,3
COc1ccc(CCNC(=O)CN2CCN(Cc3ccccc3F)C2=O)cc1OC,18,6,-6,-0.6,-3,-4,1,-8,-1
CCn1c(=O)c(C(=O)NCc2ccc(OC)c(OC)c2)c(O)c2ccccc21,0,10&4,-3,0.1,0,-25,3,61*!,16
